Screening data as filed in PubChem BioAssay.
KLF5 inh: kruppel-like factor 5 inhibition; DLD-1 KLF5 promoter-luciferase reporter, luminescence; inhibition, % at 5 µM; 290,000 compounds, 0.23% hits;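 active means inhibition above a per-plate limit of that plate's mean compound inhibition plus 3 SD, cut at about 60% in these data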;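 further: 0% = DMSO wells and 100% = LY294002 at 200 µM; higher means less KLF5 promoter-driven luciferase light; inactives centre near -14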
AI-2 QS modul: modulators of Vibrio harveyi AI-2 quorum sensing system; AID 2094; 300,000 compounds, 0.4% hits; Vibrio harveyi JMH597 AI-2 luminescence/OD600 ratio, 9 h; stronger effect = lower value; strain lacks LuxN and CqsS sensors; 0 = neutral-control median; activity change, % at 7.5 µM; in the data active means activity change below about -75%, passing the limit was not always enough;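 further: luminescence divided by OD600 gain over 9 h not by final OD600 alone; inactives centre near 13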
Platelet DG rel: platelet dense granule release activity; inhibition, %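 (compounds screened at 7.5 µM in platelet-rich plasma)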; 300,000 compounds, 0.22% hits; human platelet-rich plasma, SFLLRN dense granule ATP release, luminescence;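 active means mean replicate score, as percent of positive control, at or above 50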
HIF act: HIF pathway transcriptional activation | U2OS HRE-luciferase reporter, luminescence; normalized: DMSO 0%, desferrioxamine 100% | activation, % at 7.5 µM (by protocol) | 300,000 compounds, 0.32% hits;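 active means mean activation of at least 10% of the iron chelator positive control signal, with at least half of replicates also reaching 10%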
HSF1 inhib: HSF1 inhibition | NIH3T3-HGL HSE-luciferase, MG132-induced, luminescence 8 h; stronger effect = lower value | activity change, negative = inhibition, % at 7.5 µM (by protocol) | 300,000 compounds, 0.77% hits | AID 2098;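 active means more than half of replicate wells show activity change below -50%, luminescence cut by over half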;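 further: luciferase reports HSF-1 transcriptional activity via heat shock element; 0% = median of DMSO wells and -100% = zero luminescence signal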
HSF-1 act: increases HSF-1 driven luciferase reporter signal; NIH3T3-HGL HSF-1 luciferase reporter, MG132, 8 h; 100% = twice DMSO control signal; activation, % at 9 µM; 300,000 compounds, 1.7% hits; AID 504408;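 active means mean replicate activation of at least 50% with a set share of replicates each reaching 50%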;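 further: 0% = median of the neutral control wells and 100% = twice that signal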
SKKanGAS inh: inhibitors of SKKanGAS S. pyogenes growth in kanamycin (SK-promoter or general growth effect); BacTiter-Glo, 6 h; inhibition, % at 7.5 µM; 300,000 compounds, 1.3% hits; AID 1662;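 active means mean replicate score, as percent of positive control median, at least 50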;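 further: strain carries kanamycin resistance gene driven by streptokinase promoter and grows in 40 µg/ml kanamycin; loss of luminescence reflects streptokinase promoter inhibition or plain growth inhibition; 0% = median of DMSO wells and 100% = positive control at its reference dose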
aSyn 5UTR inh: 5' untranslated region of α-synuclein, MLPCN primary screen; alpha-synuclein 5'UTR reporter, inhibitor activity; inhibition, % (tested at 7.5 µM); 300,000 compounds, 0.82% hits; in the data active means inhibition above about 60%;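 further: H4 neuroglioblastoma cells stably carrying SNCA 5'UTR luciferase fusion; 0% = DMSO wells and 100% = positive control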
IEC-6 cytotox: kills IEC-6 intestinal cells in KLF5 counter-screen | IEC-6 cytotoxicity, luminescence viability | inhibition, % at 5 µM | 290,000 compounds, 0.78% hits | AID 1825; in the data active means inhibition above about 22%;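 further: 0% = plate median of test compound wells and 100% = cytotoxic reference compound wells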
HSP90 inh: inhibitors of HSP90 luciferase refolding in rabbit reticulocyte lysate; luciferase refolding luminescence, 3 h; AID 1789; inhibition, % at 5.6 µM; 290,000 compounds, 0.91% hits;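 active means inhibition above the screen-wide mean plus 3 SD, computed separately per campaign, cut at about 16% in these data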;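 further: 0% = DMSO wells and 100% = 60 µM geldanamycin wells; inhibitors lower the luminescence because luciferase stays unfolded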
* marks the source's active call; other numbers are inactive results; / = no result given; & = joins results of further samples.

SMILES	KLF5 inh	AI-2 QS modul	Platelet DG rel	HIF act	HSF1 inhib	HSF-1 act	SKKanGAS inh	aSyn 5UTR inh	IEC-6 cytotox	HSP90 inh
COCCSc1ccccc1C(=O)Nc1ccc(Cl)cn1	-23	14	6	-1.0	-2	3	-9	-24	15	-1
CCC(C)Nc1cc(C)nc2ncnn12 (stereo not given)	-28	28	0	-0.3	1	-1	20	3	-4	-3
Cc1ccc(N(CC(=O)NC(C)(C)C)C(=O)CNC(=O)c2cccs2)cc1C	-1	19	-11	-0.1	/	/	-10	9	-2	1
CC(C)(C)NC(=O)NC(=O)COC(=O)c1ccc2c(c1)S(=O)(=O)N=C1CCCCCN12	-13	19	13	-0.2	-4	-2	-2	17	1	-4
Cc1ccn2cc(-c3cccc(NC(=O)C(C)C)c3)nc2c1	-139	7	2	1.0	22	43	8	-107	1	12
COc1ccccc1CN1C(=O)[C@@H]2C(CCC(N)=O)NC3(C(=O)Nc4c3ccc(Cl)c4C)[C@@H]2C1=O (stereo not given in full)	-2	24	0	-0.3	-3	2	-5	2	-2	-1
COc1cc(C(C(=O)NC2CCCC2)N(C(=O)c2snc(C(N)=O)c2N)C2CCCC2)cc(OC)c1OC (stereo not given)	-11	-3	-12	0.5	-5	2	0	4	0	-6
Cc1ccc(C(C)(C)C)c(SCC(=O)Nc2nnc(C)s2)c1	-2	6	4	-0.3	3	-5	11	44	-3	0
CCn1c(CNc2nc(-c3ccccc3)cs2)nnc1SCC(=O)NCc1ccco1	-13	25	-1	-0.3	-2	2	-3	-9	3	-1
COc1cc(/C=N/N(C)c2ccccc2)cc(Cl)c1O	-75	31	-3	2.1	-9	-6	14	-49	3	-1
COC(=O)c1c(C)[nH]c(C(=O)/C=C/c2ccccc2)c1C	-33	4	13	2.5	27	59*	-3	-107	-1	13
CC1(C)CC(=O)C=C(NCCN2CCN(C(=O)Nc3ccc(Cl)c(Cl)c3)CC2)C1	5	29	-3	0.1	9	17	12	0	0	4
O=C(Cn1ncc2c3ccccc3n(Cc3cccc(Cl)c3)c2c1=O)NCc1ccccn1	-18	10	-1	0.3	9	4	-8	-5	-5	2
N#Cc1sc2nc(N3CCCCC3)c3c(c2c1N)CCCC3	2	20	1	-0.4	6	4	31	50	-2	-1
O=C(COc1ccc(Cl)cc1)Nc1cnn(Cc2c(Cl)cccc2Cl)c1	-10	12	-33	0.1	-5	-15	-16	15	0	2
CCOC(=O)C[C@H]1c2ccc(C(F)(F)F)cc2S(=O)(=O)N1c1cccc(OC)c1	/	9	-1	0.3	2	-9	5	22	/	/
CC(C)(CC(=O)O)CC(=O)N1CCCN(c2nc3ccc(Cl)cc3s2)CC1	-77	13	-1	0.6	-1	-17	4	-6	6	-1
O=C(CSc1ccc2nnc(-c3ccncc3)n2n1)NCC1CCCO1 (stereo not given)	2	14	-2	-0.2	-3	0	-8	12	0	7
CCC(=O)N(CCC(c1ccc(C)cc1)c1ccco1)Cc1ccco1 (stereo not given)	-7	35	0	-0.3	4	-1	11	7	-2	4
COc1ccc(C(=O)CC(=O)C(=O)Nc2ccc(C)c(C)c2)cc1	-29	44	1	2.3	15	33	1	-63	-4	1
COCCN(C(=O)c1snc(C(N)=O)c1N)C(C(=O)NC1CCCCC1)c1ccc(OC)c(OC)c1 (stereo not given)	-1	17	-3	1.8	6	4	3	1	-4	3
COc1ccc(Nc2nc(C)cc(C)c2C#N)c(OC)c1	-39	4	-1	-1.1	9	37	5	2	5	-3
CC(=O)Nc1ccc2nc(NC(=O)COc3ccc(C)cc3)sc2c1	-31	-2	-3	1.2	13	36	-20	-56	-7	-4
COc1ccc(Cl)cc1NC(=O)C1Cc2cc(S(=O)(=O)N3CCCC3)ccc2N1C(C)=O (stereo not given)	-41	45	4	-0.4	5	22	1	0	3	-1
CCCCn1c(SCC(=O)Nc2oc(C)c3c(C)n[nH]c(=O)c23)nc2cc(S(N)(=O)=O)ccc21	/	18	-2	-0.4	0	-5	0	6	/	/
C[C@]1(C(=O)NCc2cc(F)cc(C(F)(F)F)c2)C=C[C@@H](Cc2ccccc2)N1C(=O)c1ccccc1	-16	2	-2	0.2	14	-2	5	5	0	4
Cc1ccccc1/C=C1\C(=O)Nc2ccc(F)cc21	-8	6	-4	0.2	0	0	-1	-1	2	-2
O=C(Nc1nnc(-c2ccco2)s1)c1ccccc1	-125	36	-2	0.3	8	10	10	-27	0	14
OC1CCCN(Cc2ccc3c(c2)Cc2ccccc2-3)C1 (stereo not given)	-28	17	0	1.9	5	2	1	-56	-3	-2
CCc1ccc(/C=C\C(=O)N2CCc3ccccc3C2)cc1	-26	-28	16	1.0	12	-7	6	-19	0	-6
CC(=O)Nc1ccc(O)c(-c2nc3ccccc3s2)c1	-38	10	-13	3.0	3	1	-17	-326	2	-2
CC(C)Oc1cccc(C(=O)NC(=S)Nc2ccc3c4c(cccc24)CC3)c1	24	10	/	/	/	/	-4	/	-2	2
C=CCOc1cccc(CNc2cccc(C(=O)O)c2)c1	-77	28	13	0.9	7	6	-1	-77	0	8
Cc1nn2c(N3CCN(C)CC3)c3c(nc2c1-c1ccccc1)CCCC3	19	11	-27	-0.7	2	25	-3	-31	2	-1
O=C(NCCc1cccs1)C1CC(c2cccc([N+](=O)[O-])c2)=NO1 (stereo not given)	-17	6	12	0.7	2	-6	4	-2	1	-1
CCc1c(C)sc(NC(=O)/C=C/c2ccc3c(c2)OCO3)c1C(=O)OC	3	23	-2	0.2	8	3	-5	0	5	-8
Cc1ccc(C(=O)Nc2ccc([N+](=O)[O-])cn2)o1	-15	6	11	1.9	2	11	-3	-93	4	-4
Cc1ccc(-n2nc(C(=O)NCc3ccco3)c3c4ccccc4n(C)c3c2=O)cc1	-32	-12	-1	0.2	14	21	2	17	-4	4
Cc1ccc(S(=O)(=O)N(CC(=O)NCCSc2ccccn2)c2cc(C)cc(C)c2)cc1	8	7	18	-0.6	8	2	-2	14	-1	1
CSc1ncccc1C(=O)Nc1ccc(S(=O)(=O)Nc2nccs2)cc1	-21	11	-7	-0.4	-4	-4	5	11	-4	-1
COc1ccc(CNC(=O)CSCc2cccc(Cl)c2)cc1	-45	13	14	-0.6	-4	-3	-9	5	-2	5
O=C(NCCO)c1cc2ccccc2cc1O	-12&-7	20	-11	0.4	-14	0	-5	-10	-4&-5	-1&3
CCOC(=O)c1ccc(NC(=O)CCSCCc2ccccn2)cc1	-25	4	-7	0.1	-15	-4	-13	-3	-9	-2
CN(C)c1ccc(/C=N/N=C(N)N)cc1[N+](=O)[O-]	-11	1	-6	-0.2	-2	0	2	-4	3	4
O=C1CC(c2ccc(F)cc2)Cc2nc(NCC3CCCO3)ncc21 (stereo not given)	-18	15	-4	-0.1	1	17	-8	6	-6	-3
O=C(NC(=S)Nc1ccccc1N1CCN(C(=O)c2ccccc2)CC1)c1cccs1	-12	40	-3	-0.2	4	-4	43	31	2	6
Cc1cc(=O)oc2cc(OCc3ccc(C(=O)N4CCN(c5ccccc5)CC4)cc3)ccc12	2	35	0	0.5	15	34	24	-14	1	2
O=C(N/N=C/c1c[nH]c2c1ccc1ccccc12)c1ccc([N+](=O)[O-])cc1	-10	7	2	0.7	-7	11	0	3	3	0
Cc1cc(C)cc(OCC(=O)Nc2ccc(N3CCN(S(C)(=O)=O)CC3)cc2)c1	28	18	4	0.1	-1	10	-2	28	2	-3
O=C(Nc1ccncc1)Nc1cccc(Cl)c1Cl	-40	4	-1	0.0	-1	-1	16	17	5	-4
COc1ccc(C(=O)Nc2cccc(-c3nc4ncccc4o3)c2C)cc1	-34	-7	-42	0.0	-9	-9	-7	-14	-4	-4
CC(=O)Nc1ccc(Nc2c([N+](=O)[O-])c(=O)n(-c3ccccc3)c3ccccc23)cc1	-32	11	4	-0.9	7	10	12	22	7	2
Cc1no[n+]([O-])c1COc1ccccc1/C=N/n1nnnc1N	-54	3	5	-0.1	-11	-1	-9	-99	2	0
Cc1ccc(OCCOC(=O)c2c(-c3ccccc3)noc2C)cc1	5	1	-2	1.4	-4	-1	18	-4	2	-2
CCOc1ccccc1CN1CCN(Cc2cc(=O)c3ccccc3[nH]2)CC1CCO (stereo not given)	-38	15	0	2.3	-5	-5	4	-25	8	-2
CCOc1ccc(NC(=O)CSc2nc3ccsc3c(=O)n2CCC(=O)O)cc1	-13	19	24	-0.2	-2	5	-2	1	-6	-2
CCCCC(=O)Nc1ccc(C(=O)N2CCN(C)CC2)cc1	-12	27	-9	-0.2	7	5	-2	-5	0	3
